High-throughput results as filed in PubChem.
IDH1 R132H inh – inhibitors of human mutant IDH1 R132H; IDH1-R132H enzyme, NADPH consumption, diaphorase/resazurin fluorescence; Potency, µM (titrated, usually from 76.6 µM), without a hit: top-dose activity change, negative = inhibition, most hits filed as inhibitors; hit rate 0.093% among 390,000; further: potency means the concentration at half of the fitted maximal effect; on the % scale 0 is the no-effect control and ±100 the full control effect; nearly all actives have a fitted effect of over 65% in size
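IDH1-R132H (0.5 ug/mL dispensed) in pH 7.5 Tris buffer was preincubated 30 min with compound, then given a substrate mix of 0.016 mM NADPH and 2 mM alpha-KG for 80 min at room temperature; remaining NADPH was read by diaphorase/resazurin fluorescence.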
PI4K2A block – PI4K2A (human) kinase inhibition; activity change, negative = inhibition, % at 76.9 µM; AID 1346378; purified PI4K2A, ADP-Glo luminescence, 1 h; active compounds read low; hit rate 0.13% among 420,000; Q9BTU6; in the data active means activity change below about -50%; inconclusive means mostly about -30% to -49%;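 further: -100% = wells without enzyme as full effect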
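Compounds are screened against recombinant PI4K2A using PI as substrate and ATP, the latter dispensed at 300 microM. Reactions run one hour at ambient temperature before ADP-Glo detection; full inhibition defined by wells lacking enzyme.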
RXFP1 agonist – RXFP1 (human) receptor agonism; Q9HBX9; HEK293T-RXFP1 cAMP TR-FRET, 30 min; response scale: percent of porcine relaxin response, buffer zero; Potency, µM (doses to about 57.5 µM), without a hit: at the highest dose activation, actives largely listed as activators; hit rate 0.3% among 370,000; further: potency means the concentration at half of the fitted maximal effect; on the % scale 0 is the no-effect control and ±100 the full control effect; nearly all actives have a fitted effect of over 60% in size; many of its hits are not listed in these tables
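HEK293T cells stably expressing RXFP1 were pretreated with the PDE4 inhibitor Ro 20174, exposed to compounds for 30 min at 37C, lysed, and cAMP was read by TR-FRET. Data normalized to buffer (basal) and 29 nM porcine relaxin (100%).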
TrxR1 substrate – rat thioredoxin reductase 1 substrate activity | Potency, µM (highest dose often 114 µM), inactives show top-dose activity change, negative = substrate turnover | purified TrxR1 substrate turnover, NADPH consumption readout | hit rate 0.01% among 390,000; further: potency means the concentration at half of the fitted maximal effect; on the % scale 0 is the no-effect control and ±100 the full control effect; nearly all actives have a fitted effect of over 50% in size
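Rat TrxR1, dispensed at 90 nM, was prereduced with 400 uM NADPH (final) for 5 min at ~22 deg C, then incubated with compound 15 min before 400 uM selenite. A first-read NADPH fluorescence drop versus no-compound background flagged substrates.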
Vif-A3G inh – Vif-A3G binding inhibition | Q9HC16 | HeLa A3G-eYFP + Vif (tagged APOBEC3G with the HIV-1 protein that degrades it), YFP fluorescence, overnight | Potency, µM (highest dose often 46.1 µM), for the others: at the top dose activity, negative = active, hits mostly inhibitors | hit rate 0.076% among 410,000;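 further: potency means the concentration at half of the fitted maximal effect; on the % scale 0 is the no-effect control and ±100 the full control effect; nearly all actives have a fitted effect of over 60% in size; hits raise eYFP signal because A3G escapes Vif-driven loss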
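Read-out is eYFP fluorescence (Ex 488/Em 500-530) from Vif-expressing HeLa A3G-eYFP cells; more signal means A3G escaped Vif-mediated degradation. Cells plated overnight, compound pinned in, incubated overnight at 37 deg C.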
USP1 inh – blocks the human USP1/UAF1 deubiquitinase complex; recombinant USP1/UAF1, Ub-Rhodamine cleavage fluorescence; Potency, µM (top dose mostly 57.1 µM), for the others: top-dose activity change, negative = inhibition, actives largely listed as inhibitors; hit rate 0.23% among 390,000; further: potency means the concentration at half of the fitted maximal effect; on the % scale 0 is the no-effect control and ±100 the full control effect; nearly all actives have a fitted effect of over 60% in size; inactives centre near -12
Target sequence (O94782 whole entry, looked up): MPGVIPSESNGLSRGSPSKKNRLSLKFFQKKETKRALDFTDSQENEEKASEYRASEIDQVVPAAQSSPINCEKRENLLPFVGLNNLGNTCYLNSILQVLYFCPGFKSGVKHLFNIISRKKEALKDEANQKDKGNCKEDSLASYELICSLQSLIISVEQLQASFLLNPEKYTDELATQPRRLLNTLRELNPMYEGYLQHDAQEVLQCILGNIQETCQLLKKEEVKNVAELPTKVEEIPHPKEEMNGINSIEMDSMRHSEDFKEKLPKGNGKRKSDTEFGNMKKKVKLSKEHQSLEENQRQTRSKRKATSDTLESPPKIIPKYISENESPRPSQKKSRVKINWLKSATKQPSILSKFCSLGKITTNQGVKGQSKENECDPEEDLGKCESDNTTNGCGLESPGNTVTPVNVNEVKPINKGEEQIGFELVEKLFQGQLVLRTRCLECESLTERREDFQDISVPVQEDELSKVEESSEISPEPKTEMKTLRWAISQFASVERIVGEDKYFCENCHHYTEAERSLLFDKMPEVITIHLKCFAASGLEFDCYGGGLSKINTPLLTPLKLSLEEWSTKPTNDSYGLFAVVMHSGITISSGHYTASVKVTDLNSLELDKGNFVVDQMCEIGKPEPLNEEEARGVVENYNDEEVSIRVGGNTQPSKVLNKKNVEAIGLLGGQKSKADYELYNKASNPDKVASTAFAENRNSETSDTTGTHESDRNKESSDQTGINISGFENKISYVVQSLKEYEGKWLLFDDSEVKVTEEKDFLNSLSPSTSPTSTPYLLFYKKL
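Step one: compound is pinned into 1nM USP1/UAF1 in HEPES pH 7.8 buffer with TCEP. Step two: 15 min room-temperature incubation. Step three: Ub-Rho (150nM final) starts cleavage, tracked by fluorescence over six one-minute reads.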
GRP78 ERSR act – ER stress response induction in glioma; U87-MG GRP78 promoter luciferase reporter, 16 h; Potency, µM, inactives show at the highest dose activation, most hits filed as activators; hit rate 0.02% among 420,000; further: potency means the concentration at half of the fitted maximal effect; series mostly up to about 76 µM; % of control where 0% means no effect; nearly all actives have a fitted effect of over 35% in size
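Stably transfected U87-MG human glioma cells carrying a GRP78-based luminescent sensor were seeded at 1000 cells/well, pin-dosed with compounds and incubated 16 h. Luciferase reagent was then added, and end-point luminescence was read after 10 min at room temperature.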
LDHA block – blocks human lactate dehydrogenase A; purified LDHA, NADH/diaphorase-resazurin fluorescence; active compounds read low; P00338; AID 1347041; activity change, % (values are at about 110 or 230 µM); hit rate 0.15% among 480,000; in the data active means activity change below about -30%; inconclusive means mostly about -25% to -30%;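 further: plate controls were DMSO wells for no effect and wells without enzyme for full effect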
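Resorufin fluorescence (ex540/em590), read at 0 and 20 min after diaphorase/resazurin addition, reports the NADH left after a 5 min room-temperature reaction of 2 nM human LDH5 with 0.06 mM NADH and 0.2 mM pyruvate.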
Vif-APOBEC3F blk – inhibitors of Vif-A3F interaction | HeLa A3F-eYFP + Vif (tagged APOBEC3F with the HIV-1 protein that degrades it), YFP fluorescence increase | Potency, µM (highest dose often 46.1 µM), for inactives: at the highest dose activity, negative = active | hit rate 0.2% among 390,000; further: potency means the concentration at half of the fitted maximal effect; % of control where 0% means no effect; nearly all actives have a fitted effect of over 65% in size
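HeLa cells stably expressing Vif plus C-terminally eYFP-tagged A3F were seeded, incubated overnight at 37 deg C, dosed with compound, incubated overnight again at 37 deg C. Yellow fluorescence (Ex 488/Em 500-530) reported blocked Vif-mediated A3F-eYFP degradation.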
* hit, by the source's call; ? = inconclusive; · = no result given; [ ] = dose if it differs, or a comment. Unless noted, the call rests on the fitted dose curve; in most records, active means well fitted curve in the direction sought with a large enough effect; inconclusive means small, poorly fitted or top-dose-only effect, or another doubt; inactive means no such curve, though single readings can be large; an effect the other way counts as inactive or inconclusive.

Every second line gives: IDH1 R132H inh, PI4K2A block, RXFP1 agonist, TrxR1 substrate, Vif-A3G inh, USP1 inh, GRP78 ERSR act, LDHA block, Vif-APOBEC3F blk
- CC(=O)Nc1ccc(S(=O)(=O)N2CCC(C(=O)N[C@@H](Cc3ccccc3)C(=O)O)CC2)cc1
 : -17.6%, -2.5, 4.8%, -8.3%, -3.1%, 0.0%, -1.3%, -4.4, -12.2%
- CCCCCCCC(=O)OCC(=O)[C@@]1(O)CC[C@H]2[C@@H]3CCC4=CC(=O)CC[C@]4(C)[C@H]3[C@@H](O)C[C@@]21C
 : -5.4%, -0.7, 1.6%, -1.8%, -1.1%, -26.1%, -1.6%, -1.8, -0.1%
- CCCCOc1cccc(C(=O)Nc2cccc(-c3nc4ncccc4o3)c2C)c1
 : -19.3%, -0.1, 5.1%, 0.8%, -3.9%, -22.1%, -3.3%, -14.3, -6.7%
- Cc1cccc(C)c1NC(=O)Cn1nc(C)n2cccc2c1=O
 : -6.3%, -2.1, -2.9%, -1.1%, 2.6%, -8.1%, -3.3%, -0.2, 5.6%
- O=C(c1ccc(Cl)c(S(=O)(=O)Nc2ccc(F)cc2)c1)N1CCN(c2ccccn2)CC1
 : -2.8%, -2.4, 1.5%, -2.5%, -5.0%, -5.8%, -2.3%, -5.4, -2.2%
- O=C(Cc1c(Cl)cccc1Cl)Nc1ccncc1Cl
 : 8.0%, 2.9, 4.0%, -6.4%, 1.1%, -14.5%, -2.9%, -1.1, -3.4%
- COc1cccc(NC(=O)CN(C)C(=O)Cc2cccc3ccccc23)c1
 : -6.1%, 1.7, 0.0%, 5.9%, 2.5%, -16.5%, -2.4%, 0.3, 0.7%
- Cc1cc(C(=O)O)oc(=O)c1
 : 1.7%, 1.8, 2.0%, 7.0%[57.1 µM], -0.4%, 3.9%, -3.7%, -3.6, 1.2%
- Oc1cnn(-c2ccccc2)c1
 : -2.7%, -9.5, -0.6%, -3.8%, -0.2%, 3.0%, ?, -1.6, -0.6%
- Cc1ccc(Nc2cnn(C34CC5CC(CC(CC(=O)O)(C5)C3)C4)c(=O)c2Cl)cc1
 : 1.8%, -9.6, -1.5%, -14.3%, -0.4%, -0.7%, -0.7%, 2.7, -9.5%
- Cc1nc(SCC(=O)Nc2ccc3c(c2)OCO3)c(C#N)c2c1CCCC2
 : 12.1%, 4.2, -0.2%, -9.0%, -6.1%, -1.0%, 8.0%, -5.2, -3.6%
- COC(=O)c1ccc(C(c2c(N)n(CC(C)C)c(=O)[nH]c2=O)N2CCN(c3ccccc3)CC2)cc1 (stereo not drawn)
 : 3.5%, 0.1, 0.3%, 9.4%, -12.1%, -11.3%, -4.7%, -0.3, -15.5%
- O=C(NCCN1CCCC1)C1CC(=O)N(C2CCCCC2)C1 (stereo not drawn)
 : -2.6%, -7.4, 3.6%, -4.5%, -2.3%, -24.8%, -1.9%, -1.2, 2.1%
- CCCCN(CCCC)C(=O)c1cn(CC)c2cc(N3CCN(C)CC3)c(F)cc2c1=O
 : -2.1%, 1.8, 6.1%, 47.7%[activator], 3.4%, -3.3%, 0.9%, 5.8, 7.1%
- Cc1ccc(-c2noc(CSc3nnc(Cc4cccs4)n3-c3ccccc3)n2)cc1
 : -12.1%, 3.8, -0.1%, -7.1%, -5.3%, -17.2%, -1.6%, -2.4, 0.6%
- O=C(C1CCCN(S(=O)(=O)c2ccc(Br)s2)C1)N1CCCCCC1 (stereo not drawn)
 : 0.9%, -1.3, 0.3%, -11.7%, -3.9%, -8.6%, -3.4%, 1.8, 0.0%
- O=C(NCc1ccncc1)c1ccc(NS(=O)(=O)c2ccc(F)cc2)cc1
 : -9.4%, -1.7, 0.8%, -2.3%, -1.1%, -5.4%, -2.8%, -6.5, -0.2%
- CCOC(=O)c1c(NC(=O)CSc2ncccn2)sc(C(=O)NC)c1C
 : 3.5%, 2.2, 1.7%, 1.5%, 2.8%, -4.1%, -5.3%, -7.2, 3.3%
- CCc1nnc(NC(=O)NCN2C(=O)C3C4C=CC(C4)C3C2=O)s1 (stereo not drawn)
 : 0.3%, -4.2, 0.9%, 1.1%, 3.5%, -0.4%, -1.9%, -0.6, -9.0%
- O=Cc1cn(CC(O)Cn2cc(C=O)c3ccccc32)c2ccccc12
 : 0.9%, -1.9, 1.4%, 9.9%[57.1 µM], -0.3%, 0.9%, -3.5%, -12.6, -12.4%

Next part
Every second line gives: IDH1 R132H inh, PI4K2A block, RXFP1 agonist, TrxR1 substrate, Vif-A3G inh, USP1 inh, GRP78 ERSR act, LDHA block, Vif-APOBEC3F blk
- O=C(OCC(=O)N1CCN(C(=O)c2ccco2)CC1)c1cccc(O)c1
 : 0.0%, -7.1, 0.2%, -8.6%, -1.1%, -6.7%, 1.2%, -17.3, -6.2%
- COc1ccc(N2CCN(C(=O)CSc3nnc(-c4cccnc4)n3-c3ccccc3)CC2)cc1
 : -6.0%, 3.8, -0.1%, -5.9%, -0.6%, -9.9%, -2.1%, -9.9, -6.3%
- COc1cccc(CNC(=O)C(Cc2ccccc2)NS(=O)(=O)c2ccc3c(c2)oc(=O)n3C)c1 (stereo not drawn)
 : 0.0%, -3.7, 0.1%, 5.9%, -1.9%, -4.2%, -2.2%, -1.6, 0.2%
- O=C1C2C3C=CC(C3)C2C(=O)N1CCCCCCN1C(=O)C2C3C=CC(C3)C2C1=O (stereo not drawn)
 : 9.4%, -2.6, 2.0%, -13.7%[57.1 µM], -2.2%, -1.1%, -3.8%, -3.0, -0.6%
- Cc1cc(C)n(-c2nc3ccccc3nc2N2CCN(c3cccc(C)c3C)CC2)n1
 : -2.8%, 3.9, -0.7%, 0.9%, 1.0%, ?, -1.9%, 2.2, 2.4%
- CC(=O)N(CCc1ccccc1C)Cc1cc2cc3c(cc2[nH]c1=O)OCO3
 : 3.0%, 8.9, 8.2%, 37.1%[activator], 1.7%, -16.1%, -0.8%, -4.8, ·
- Cc1ccnc(N2C(=O)c3ccccc3C2=O)c1
 : -0.7%, 6.0, -0.8%, 9.8%[57.1 µM], 1.1%, -11.2%, -3.8%, -4.8, -1.4%
- Cc1ccc(Nc2ccc(S(=O)(=O)N3CCOCC3)cc2[N+](=O)[O-])cc1C
 : 7.2%, -5.3, 0.3%, -5.2%, -10.9%, -20.8%, -2.9%, -0.1, -1.1%
- COc1ccccc1NCCC(=O)O
 : -21.5%, 0.5, -1.7%, 1.0%, -2.2%, -10.7%, -3.1%, -0.4, 2.8%
- O=C(COC(=O)c1cc(S(=O)(=O)N2CCCC2)ccc1O)NCCc1ccccc1
 : -10.6%, 1.5, 0.0%, 10.9%, 0.8%, -6.3%, -2.2%, 1.5, 3.5%
- Cc1nn(-c2ccccc2)c(C)c1NC(=O)COC(=O)c1cccc(OC(F)F)c1
 : 10.0%, -1.8, -0.2%, -6.9%, -5.0%, -17.5%, -4.9%, -8.8, -2.8%
- Cc1ccc(-c2nnc(NCc3nc4ccccc4[nH]3)c3ccccc23)cc1S(=O)(=O)N1CCOCC1
 : 0.6%, -2.8, 0.7%, -3.8%, -9.3%, -12.8%, -4.2%, -3.6, -23.3%
- CC(C)N(CCNC(=O)c1ccc(CS(=O)(=O)c2c(Cl)cccc2Cl)o1)Cc1ccccc1
 : -7.4%, -1.2, 3.3%, -5.8%, -0.5%, -6.3%, 0.1%, -1.4, 0.0%
- CN1CCN(c2nc3c(c(=O)[nH]c(=O)n3C)n2Cc2ccc(Cl)cc2)CC1
 : 7.6%, 1.7, 1.8%, -1.4%, 1.6%, -1.6%, -2.6%, -3.9, 0.4%
- O=S(=O)(Nc1cccc(-c2ccc3nncn3n2)c1)c1cc(F)ccc1F
 : 1.5%, -7.7, 3.9%, 2.1%, -3.4%, -17.7%, -4.0%, -1.3, 3.3%
- O=C(c1ccc(Cl)cc1)C1CCN(CC(=O)N2CCCCC2)CC1
 : -2.5%, -2.9, 1.9%, 0.8%, -0.3%, -15.5%, -4.3%, -7.6, -7.6%
- O=C(CN1CCN(S(=O)(=O)c2ccccc2)CC1)NCc1ccccc1
 : -6.8%, -2.9, 1.4%, 0.2%, -13.4%, -16.7%, -4.8%, -6.0, 2.8%
- O=C(Nc1ccccn1)c1ccc(C(=O)c2ccccc2)cc1
 : 0.0%, -3.2, 0.1%, -0.4%, 0.9%, -13.4%, -1.4%, -12.0, -11.3%
- Cc1ccc(C(C)C)c(OCCn2ccnc2C)c1
 : -9.2%, -4.0, 0.4%, -1.1%, 2.4%, -16.7%, 0.3%, -14.3, 5.5%
- Cc1cc(N)n(-c2ccc(S(=O)(=O)N3CCOCC3)cc2[N+](=O)[O-])n1
 : -1.2%, -1.4, 0.7%, 1.2%, -2.6%, -13.9%, -1.0%, -11.8, -3.0%
- CN(CC(=O)NCC(=O)Nc1ccc(F)cc1)C1CCS(=O)(=O)C1 (stereo not drawn)
 : 4.2%, -5.0, 1.2%, 4.6%, -3.0%, -14.2%, -2.2%, -1.5, -21.5%
- COc1ccc(-c2c(-c3cc(OC)cc(OC)c3)n(C)c3ccc(-c4ccc(OC)c(F)c4)cc23)cc1
 : -2.6%, -2.2, ·, 45.2%[activator][57.1 µM], -8.6%, 0.8%, -4.7%, -0.5, -1.0%
- CCC12CC3CC(C1)CC(C(=O)Nc1nn[nH]n1)(C3)C2
 : 4.6%, -3.8, -0.6%, -0.7%, -7.8%, -6.5%, -2.0%, 1.1, -11.4%

Only part of the results is shown; count on the stated rates, not on these rows.
